From PubChem
RGS12 GoLoco inh: RGS12 GoLoco-Gai1 interaction inhibition | P63096 | Gai1:RGS12 GoLoco peptide FP, rhodamine, 10 min | Potency, µM (titrated, usually from 61.6 µM), without a hit: top-dose activity, negative = inhibition, most hits filed as inhibitors | 230,000 tested, 0.44% active; active = well fitted inhibition curve with a large enough effect, not every such curve was filed as active; inactive = no such curve, though single readings can be large or run the other way; note: nearly all actives have a fitted effect of over 30% in size; many of its hits are not listed in these tables
TexasRed fluor: counter-screen for TRb-SRC2 inhibitors: fluorescence interference | Potency, µM (titrated, usually from 106 µM), for inactives: at the top dose fluorescence change, negative = quenching | TRb/SRC2 Texas Red total fluorescence interference | 280,000 tested, 0.29% active; active = well fitted curve in either direction with a large enough effect; inconclusive = small, poorly fitted or top-dose-only effect
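Flags fluorescent or light-absorbing compounds by total fluorescence, S + 2P, at 555 nm excitation and 632 nm emission. Mixture: 20 nM Texas Red SRC2 peptide, 0.6 uM human TRb LBD, 1 uM T3, 5% DMSO; compound exposure 5 h at ambient temperature.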
TRb SRC2 PPI: TRbeta-SRC2 interaction inhibition | P10828 | TRbeta-SRC2 peptide binding, fluorescence polarization; receptor liganded with 1 µM T3 | Potency, µM (series often up to 106 µM), for the others: at the highest dose activity change, negative = inhibition, most hits filed as inhibitors | 280,000 tested, 0.065% active | AID 1469;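 note: plate controls were bound peptide for no effect and peptide without receptor for full effect; nearly all actives have a fitted effect of over 50% in size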
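Fluorescence polarization of 20 nM Texas Red SRC2 peptide with 0.6 uM human TRb ligand-binding domain, in Tris buffer with 1uM T3 and 5% DMSO. Incubated 5 hr ambient; normalized to unbound and bound controls.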
Tau fibril ThT: inhibitors of human tau fibril formation, thioflavin T binding; AID 1460; P10636; Potency, µM (titrated, usually from 57.4 µM), for the others: at the highest dose activity, negative = inhibition, most hits filed as inhibitors; recombinant tau K18 P301L (four-repeat tau fragment), heparin-induced fibrillization, ThT fluorescence; 270,000 tested, 2.1% active; note: nearly all actives have a fitted effect of over 55% in size
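In this qHTS, human K18 P301L tau is incubated with compound and heparin for 6 hr at 37 C, and Thioflavin T fluorescence then reports fibril load.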
L3MBTL1 block: blocks human L3MBTL1; AlphaScreen L3MBTL1–H3K9me1 peptide binding; Potency, µM (series often up to 57.1 µM), without a hit: at the highest dose activity, negative = inhibition, usual class: inhibitors; 230,000 tested, 0.66% active; note: nearly all actives have a fitted effect of over 60% in size
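AlphaScreen assay: L3MBTL1 (50 nM final) was preincubated 30 min at room temperature with biotinylated H3(1-15)K9me1 peptide (75 nM final), then 30 min with library compounds; streptavidin donor and nickel chelate acceptor beads (10 ug/mL final) added, 30 min dark.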
RECQ1 helicase: RECQ1 (human) helicase inhibition; Potency, µM (series often up to 57.3 µM), inactives show top-dose activity, negative = inhibition, most hits filed as inhibitors; RECQ1 DNA unwinding, red fluorescence kinetic read; 240,000 tested, 0.54% active; P46063;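 note: plate controls were vehicle for no effect and no enzyme for full effect; nearly all actives have a fitted effect of over 30% in size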
Target sequence (P46063 whole entry, looked up): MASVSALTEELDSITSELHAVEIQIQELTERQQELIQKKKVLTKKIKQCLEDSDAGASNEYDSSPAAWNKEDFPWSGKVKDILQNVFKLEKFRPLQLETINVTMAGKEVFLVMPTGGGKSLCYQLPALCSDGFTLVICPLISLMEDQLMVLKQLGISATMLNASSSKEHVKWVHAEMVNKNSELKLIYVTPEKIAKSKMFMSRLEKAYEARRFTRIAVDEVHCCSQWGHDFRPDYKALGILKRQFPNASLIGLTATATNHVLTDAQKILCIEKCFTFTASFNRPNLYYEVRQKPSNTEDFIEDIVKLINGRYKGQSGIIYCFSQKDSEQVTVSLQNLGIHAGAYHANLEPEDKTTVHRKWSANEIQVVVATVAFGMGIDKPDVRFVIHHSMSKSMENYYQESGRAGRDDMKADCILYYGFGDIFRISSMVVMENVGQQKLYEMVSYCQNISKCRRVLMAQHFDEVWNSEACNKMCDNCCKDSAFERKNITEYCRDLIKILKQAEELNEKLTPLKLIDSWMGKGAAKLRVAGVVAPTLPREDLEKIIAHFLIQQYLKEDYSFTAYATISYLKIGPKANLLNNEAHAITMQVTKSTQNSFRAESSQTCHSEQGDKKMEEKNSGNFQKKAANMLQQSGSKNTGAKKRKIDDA
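50 nM RECQ1T1 preincubated 15 min with compound in Tris pH 8.0 buffer with MgCl2, DTT, Tween-20 and 2.5 ug/ml poly(dI-dC); started with 200 nM TAMRA/BHQ-2 forked duplex and 2 mM ATP. Unwinding read as fluorescence (525/598 nm), two reads 2 h apart.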
KDM4E inh: JMJD2E (human) inhibition. 230,000 tested, 1.6% active. JMJD2E catalytic domain, FDH-coupled NADH fluorescence (FDH is formaldehyde dehydrogenase). AID 2147. Potency, µM (doses to about 57.1 µM), inactives show at the highest dose activity change, negative = inhibition, usual class: inhibitors; active = well fitted inhibition curve with a large enough effect, not every such curve was filed as active; inconclusive = small, poorly fitted or top-dose-only effect, or another doubt; inactive = no such curve, though single readings can be large or run the other way;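 note: 0% = wells with enzyme and -100% = buffer wells without enzyme; nearly all actives have a fitted effect of over 50% in size; many of its hits are not listed in these tables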
Target sequence (B2RXH2 1-337 limits assumed): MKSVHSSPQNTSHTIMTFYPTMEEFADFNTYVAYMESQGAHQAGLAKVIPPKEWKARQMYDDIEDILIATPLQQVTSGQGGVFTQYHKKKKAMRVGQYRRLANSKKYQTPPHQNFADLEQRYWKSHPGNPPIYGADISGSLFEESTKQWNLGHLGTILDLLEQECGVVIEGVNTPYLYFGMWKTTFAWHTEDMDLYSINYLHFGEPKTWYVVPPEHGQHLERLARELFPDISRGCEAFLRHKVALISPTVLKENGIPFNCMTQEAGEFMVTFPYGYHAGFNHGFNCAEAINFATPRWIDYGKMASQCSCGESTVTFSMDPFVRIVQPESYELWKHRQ
Tau fibril FP: blocks human tau fibril formation measured by polarization; K18 P301L tau heparin fibrillization, Alexa594 FP, 6 h; Potency, µM (top dose mostly 57.7 µM), inactives show at the highest dose activity, negative = inhibition, usual class: inhibitors; 280,000 tested, 0.39% active; AID 1468; note: nearly all actives have a fitted effect of over 55% in size
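Recombinant K18 P301L […], labeled with Alexa 594 at 0.24 uM over 15 uM unlabeled; heparin inducer 20 uM final; 37 C, 6 hr; FP endpoint.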
* hit, by the source's call; i = inactive; ? = inconclusive; · = not tested or not shown; & = joins results of further samples; [ ] = dose if it differs, or a comment. Unless noted, calls come from the whole dose curve; as a rule, active = well fitted curve in the direction sought with a large enough effect; inconclusive = small, poorly fitted or top-dose-only effect, or another doubt; inactive = no such curve, though single readings can be large; an effect the other way counts as inactive or inconclusive. Unless noted, % is set by controls: 0 for no effect and ±100 for the full control effect; potency is the fitted concentration of half-maximal effect. Only part of the results is shown, so the mix of outcomes need not match the whole.

Below each compound: RGS12 GoLoco inh | KDM4E inh | Tau fibril FP | L3MBTL1 block | RECQ1 helicase | TexasRed fluor | Tau fibril ThT | TRb SRC2 PPI
CCc1ccccc1N1CC(c2nc3ccccc3n2CCC2CCCCC2)CC1=O (stereo not given)
 : · | · | -9.8% | · | · | -1.3% | ? | 8.0%
Cc1ccc(S(=O)(=O)Nc2cccc(CP(=O)(c3ccccc3)c3ccccc3)c2)cc1
 : 0.9% | -2.4% | 3.4% | -6.4% | i | -1.4% | -13.5% | 3.0%
Cc1ccc2c(c1)c1c(n2CC(O)CNC(C)(C)C)CCCC1 (stereo not given)
 : -9.2% | -2.4% | -5.1% | -6.7% | -4.5% | 1.0% | -13.4% | 3.5%
CCCc1cc(=O)[nH]c(SCC(=O)Nc2ccc(OC(F)F)cc2)n1
 : -4.7% | 3.2% | 5.8% | -0.3% | -2.0% | 0.3% | 4.0% | 7.2%
CC1=NN(c2ccccc2)C(=O)/C1=C/c1cc(C)n(C2CC2)c1C
 : 3.2% | -13.6% | -0.2% | -4.8% | i | 2.2% | ? | -2.2%
Cc1c(Cl)cccc1-c1ccc(CNCCSc2nnnn2-c2ccccc2)o1
 : · | · | -3.8% | · | · | -1.4% | -12.9% | 5.1%
COC(=O)c1c(NC(=O)COC(=O)CCS(=O)(=O)c2ccc(C)cc2)sc(C)c1C
 : 32.0%[activator] | -20.4% | 3.0% | -6.5% | -7.3% | -1.3% | -16.0% | -15.2%
COc1ccc(Cc2noc(CN3CCCN(C4Cc5ccccc5C4)CC3)n2)cc1OC
 : 3.8% | -5.7% | 1.4% | -13.4% | -7.0% | 0.3% | -14.7% | 1.9%
C=CCNC(=O)COC(=O)CNC(=O)c1cc(Cl)cc([N+](=O)[O-])c1
 : 2.0% | 9.1% | -3.2% | 10.8% | -5.8% | -4.5% | -0.6% | 0.4%
O=C(CCl)N1N=C(c2cccs2)CC1c1ccco1 (stereo not given)
 : 27.5% | ? | 4.6% | -8.2% | -4.1% | -6.3% | ? | -5.6%
CCOc1ccc(S(=O)(=O)n2cc(-c3ccccc3)c(N)n2)cc1
 : 7.7% | 4.9% | -11.3% | 8.7% | 6.6% | -0.7% | 10.3% | -7.9%
CN(C)S(=O)(=O)c1ccc(NC(=O)COC(=O)C2CC3CCCC(C2)C3=O)cc1 (stereo not given)
 : 4.8% | 5.1% | -0.1% | 3.1% | 1.1% | -2.3% | 9.8% | -2.6%
O=C(Nc1ccccc1)C1CCN(C(=O)c2ccc([N+](=O)[O-])cc2)CC1
 : 7.7% | -1.9% | 3.0% | -2.4% | i | 0.0% | 2.6% | -6.9%
Cc1ccc(S(=O)(=O)N(Cc2ccccc2)c2ccccc2C(=O)NCc2ccco2)cc1
 : 5.7% | -5.0% | -3.6% | -12.8% | -15.3% | -0.9% | -20.4% | -0.5%
CC(C)n1c(CNC(=O)c2ccccc2)nc2ccccc21
 : -3.0% | -0.5% | 4.2% | -10.6% | -5.8% | -7.8% | 4.8% | -1.6%
Cc1snc(S(=O)(=O)/C(C#N)=N\Nc2ccccc2)c1C#N
 : 8.1% | -10.1% | 4.3% | · | -6.6% | -0.3% | ? | -4.9%
NC(=O)C1CCN(c2cc(Cl)ccc2[N+](=O)[O-])CC1
 : 12.9% | -3.3% | 6.7% | 37.8%[activator] | -2.0% | -6.6% | ? | -4.8%
CCCCCC1CC(CC(=O)NC(=S)Nc2ccc([N+](=O)[O-])cc2)C(=O)O1 (stereo not given)
 : -0.9% | 2.6% | -6.1% | -5.4% | 4.3% | -1.0% | -15.7% | 0.3%
COc1ccc(Cn2c(CCC(=O)Nc3ccc(C)c(C)c3)nc3cccnc32)cc1
 : 12.6% | 7.9% | 0.6%&-2.3% | · | i | -1.3%&-2.7% | 9.3%&14.1% | 2.3%&-3.3%
O=c1c2cc(-c3ccccc3)sc2ncn1-n1cccc1
 : 3.6% | -4.4% | -0.4% | · | i | 3.0% | -2.9% | 0.7%
CCCC(=O)Nc1sc2c(c1C#N)CCCC2
 : 5.4% | -4.2% | 0.4% | -0.3% | -5.1% | -1.2% | -1.0% | -2.9%
CCOC(=O)CC(=O)CSc1nc2c(sc(=S)n2-c2ccc(OCC)cc2)c(=O)[nH]1
 : 5.8% | 0.2% | -2.1% | -0.6% | -12.6% | -0.5% | 1.0% | -0.2%
Cc1c(CCO)c(=O)n(C)n1C(=O)c1ccc(F)cc1
 : 0.0% | 0.4% | -1.3% | 1.4% | -5.8% | -3.8% | -6.9% | -7.5%
COc1ccc(OC)c(NC(=O)CCN2CCN(c3ccccc3)CC2)c1
 : -0.5% | 12.5% | -6.8% | -6.9% | -6.5% | 3.2% | -10.1% | -6.1%
CCOc1cc(/C=C/C(=O)c2ccc(O)cc2)ccc1OCC(=O)N(C)C
 : 13.3% | -23.3% | 2.4% | 6.9% | -3.3% | -8.2% | -15.0% | 5.1%
O=C(Cn1c(=O)sc2ccccc21)N1CCOCC1
 : -3.4% | -4.4% | 4.3% | -5.6% | -1.6% | 1.0% | -3.0% | 1.6%
O=C1CC(c2ccccc2)Sc2nc(-c3ccccc3)c(-c3ccccc3)n21 (stereo not given)
 : -5.4% | ? | -4.9% | -9.0% | -4.8% | 0.1% | -4.4% | -0.3%
CC(NS(=O)(=O)/C=C/c1ccccc1)c1ccccc1 (stereo not given)
 : 3.5% | 1.5% | 2.7% | 7.8% | -11.6% | -6.6% | -4.2% | 4.0%
CC(OC(=O)CCc1nc2ccccc2[nH]c1=O)C(=O)c1ccccc1 (stereo not given)
 : 6.4% | ? | 3.4% | · | -4.8% | 0.5% | -8.6% | 4.1%
CC(C)N1CCC2(CC1)N=C(c1ccc3c(c1)OCO3)CC(c1cc(Cl)ccc1O)N2 (stereo not given)
 : 3.3% | ? | 13.4% | -7.3% | -15.4% | -5.8% | ? | 9.1%

(further entries)
Below each compound: RGS12 GoLoco inh | KDM4E inh | Tau fibril FP | L3MBTL1 block | RECQ1 helicase | TexasRed fluor | Tau fibril ThT | TRb SRC2 PPI
CCCCN(C(=O)CCC(=O)Nc1cc(C)on1)C(C(=O)NC(C)(C)CC)c1cccc(OC)c1OC (stereo not given)
 : 9.1% | -1.3% | · | · | i | -2.4% | · | -4.6%
COc1ccccc1C(c1nnnn1CCc1ccccc1)N1CCN(c2ccccc2)CC1 (stereo not given)
 : 5.1% | 5.6% | 1.8% | -4.9% | i | 1.9% | -8.2% | 0.1%
CCCN1C[C@H](CSC)C[C@H]2c3cccc4[nH]cc(c34)C[C@@H]21
 : 4.8%[21.6 µM] | -3.3%[25.5 µM] | · | · | -5.7%[25.9 µM] | 0.0%[53 µM] | · | -4.6%[53 µM]
O=C(Cn1c(NCCCO)nc2ccccc21)c1cccc(Br)c1
 : 2.0% | -0.6% | -4.1% | -2.7% | 8.2% | -3.3% | -7.4% | -1.3%
Cc1cccc(N2CCN(C(=O)c3c(C)oc4ncnc(N5CCCCC5)c34)CC2)c1C
 : · | · | 1.4% | · | · | -0.2% | ? | -5.1%
O=C(NC1CC1)C1CCN(C2CCN(C(=O)CCOc3ccccc3)CC2)CC1
 : 6.7% | -2.3% | -1.1% | -1.0% | i | 1.4% | 7.3% | -3.0%
Cc1ccc(S(=O)(=O)/C=C\C#N)cc1
 : -1.1% | -26.9% | ? | · | -1.8% | -0.2% | ? | 3.0%
COc1ccc(CNC(=O)CN(c2ccc(C)cc2)S(=O)(=O)c2c(C)noc2C)cc1
 : · | · | -10.2% | · | · | -1.0% | 3.6% | 3.2%
CCc1ccc(OCCNC(=O)c2ccccc2SCc2ccc(F)cc2)cc1
 : 2.2% | -5.3% | 3.9% | 20.2% | -11.4% | -5.2% | ? | -1.8%
CCN1CCN(CC(O)COCC2COc3ccccc3O2)CC1 (stereo not given)
 : -0.7% | -18.9% | 0.4% | -24.2% | 5.7% | 0.0% | -0.3% | 0.0%
CC(=O)CC(=O)Nc1ccccc1NC(C)=O
 : 8.5% | 3.7% | 6.6% | -2.3%[11.4 µM] | -5.9% | -4.7% | -9.7% | 6.3%
Cc1nn2c3ccccc3nc2n(C)c1=O
 : 3.3% | -2.6% | -2.6% | 4.0% | -4.7% | -1.7% | -1.6% | -14.6%
NS(=O)(=O)c1ccc(CCNc2cc(=O)n(Cc3ccc(F)cc3)c(=O)[nH]2)cc1
 : 12.8% | -1.5% | 0.3% | · | -3.1% | 1.4% | 4.0% | 3.1%
CN(C)CCNC(=O)c1onc(CSc2ccc(F)cc2)c1C(=O)NCCN(C)C
 : 2.8% | 4.9% | 0.2% | · | i | -0.1% | -3.2% | -2.2%
C[C@@H]1NC(=O)c2cc([N+](=O)[O-])cc(I)c2OCC[C@@H](C(N)=O)NC(=O)[C@H](CCC(=O)O)NC1=O
 : -2.2% | -8.6% | 2.2% | -8.2% | i | -4.0% | -5.4% | -0.3%
CC(/C=N\NC(=O)c1cc(C)oc1C)=C\c1ccccc1
 : -0.2% | 4.8% | -1.9% | 5.4% | -5.5% | 5.5% | ? | 1.9%
CCOC(=O)c1c(C)nc2sc3c(=O)n(-c4ccc(OC)cc4)nnc3c2c1-c1ccc(OC)cc1
 : 3.6% | 1.2% | -10.5% | -6.3% | -2.5% | -5.1% | -6.8% | 0.9%
CCN1CCN(Cc2nc3c(c(=O)n(C)c(=O)n3C)n2CCc2ccccc2)CC1
 : -12.0% | 8.3% | -5.6% | 1.1% | 1.0% | -1.0% | -9.3% | -3.0%

Copied from the entries so far for reference:
Below each compound: RGS12 GoLoco inh | KDM4E inh | Tau fibril FP | L3MBTL1 block | RECQ1 helicase | TexasRed fluor | Tau fibril ThT | TRb SRC2 PPI
CCc1ccccc1N1CC(c2nc3ccccc3n2CCC2CCCCC2)CC1=O (stereo not given)
 : · | · | -9.8% | · | · | -1.3% | ? | 8.0%
Cc1ccc(S(=O)(=O)Nc2cccc(CP(=O)(c3ccccc3)c3ccccc3)c2)cc1
 : 0.9% | -2.4% | 3.4% | -6.4% | i | -1.4% | -13.5% | 3.0%
Cc1ccc2c(c1)c1c(n2CC(O)CNC(C)(C)C)CCCC1 (stereo not given)
 : -9.2% | -2.4% | -5.1% | -6.7% | -4.5% | 1.0% | -13.4% | 3.5%
